NALP1 yeast inh: inhibitors of NALP1 inflammasome in yeast | S. cerevisiae NALP1/ASC/caspase-1 growth, X-gal OD620, 72 h | inhibition, % at 10 µM | actives 0.61% (n = 280,000) | AID 2071; in the data active = inhibition mostly above about 24%, no sharp cut-off; inactive = mostly below about 32%; note: some compounds called inactive have numbers as strong as hits
GalR3 antagonist: blocks the human galanin receptor 3; HEK293 GalR3-CNG cAMP membrane potential fluorescence; galR3 body fused to GalR1 C-terminus; inhibition, % at 3 µM; actives 0.44% (n = 360,000); AID 651719;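 active = inhibition above the screen-wide average plus 3 SD, cut at about 13% in these data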;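 note: forskolin and galanin both at EC90 stimulate the cells; cAMP rise reported by CNG channel membrane potential dye signal; 0% = forskolin plus galanin with DMSO and 100% = forskolin alone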
Target sequence (O60755 1-299 limits assumed): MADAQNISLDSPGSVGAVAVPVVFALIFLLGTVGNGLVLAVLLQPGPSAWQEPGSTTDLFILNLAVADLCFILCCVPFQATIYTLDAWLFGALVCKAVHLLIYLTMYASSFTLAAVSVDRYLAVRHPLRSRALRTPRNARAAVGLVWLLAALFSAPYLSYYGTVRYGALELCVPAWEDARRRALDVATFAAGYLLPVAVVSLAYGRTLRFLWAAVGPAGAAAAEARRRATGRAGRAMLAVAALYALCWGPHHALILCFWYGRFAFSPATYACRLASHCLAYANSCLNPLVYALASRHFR
OXTR agonist: activates the human oxytocin receptor; activation, % at 3 µM; CHO-OTR cells, Fluo-8 calcium fluorescence; normalized: DMSO 0%, oxytocin 100%; P30559; actives 0.32% (n = 320,000);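 active = activation above the mean of all tested compounds plus 3 SD, cutoff set per screening run, cut at about 20% in these data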;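 note: peak over basal fluorescence ratio from a 100 s FLIPR kinetic read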
V1aR counter: activates human V1a receptor in oxytocin agonist counter-screen. CHO-V1R cells, Fluo-8 calcium fluorescence, agonist mode; 0% DMSO, 100% 3 nM vasopressin. activation, % at 3 µM. actives 0.25% (n = 320,000);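 active = activation above the mean activation of all tested compounds plus 3 SD, per screening run, cut at about 20% in these data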;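 note: signal is peak over basal fluorescence ratio across a 100 second FLIPR read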
Target sequence (P37288 whole entry, looked up): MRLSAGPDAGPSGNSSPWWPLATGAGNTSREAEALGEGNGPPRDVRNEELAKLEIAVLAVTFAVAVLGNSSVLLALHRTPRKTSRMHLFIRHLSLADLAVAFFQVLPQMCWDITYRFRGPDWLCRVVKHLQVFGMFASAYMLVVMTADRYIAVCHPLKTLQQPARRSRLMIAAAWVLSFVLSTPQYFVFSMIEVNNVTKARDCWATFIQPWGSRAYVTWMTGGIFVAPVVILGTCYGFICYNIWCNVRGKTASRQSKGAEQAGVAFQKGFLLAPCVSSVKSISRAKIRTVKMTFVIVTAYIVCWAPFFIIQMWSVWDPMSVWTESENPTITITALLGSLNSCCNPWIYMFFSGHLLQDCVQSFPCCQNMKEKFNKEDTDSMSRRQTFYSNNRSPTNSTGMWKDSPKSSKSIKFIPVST
GPR7 antag: antagonists of human GPR7 (neuropeptides B/W receptor 1); P48145; GPR7-expressing cells, fluorescence antagonist assay; inhibition, % at 4.4 µM; actives 1.1% (n = 290,000); AID 1861; in the data active = inhibition above about 16%, passing the limit was not always enough;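 note: cells stimulated with the agonist NPW; 0% = agonist with vehicle and 100% = vehicle without agonist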
PHOSPHO1 inh: PHOSPHO1 (human) inhibition. Q8TCT1. recombinant PHOSPHO1, absorbance phosphatase assay. inhibition, % at 13.3 µM. actives 1.1% (n = 290,000). AID 1565; in the data active = inhibition above about 60%
Target sequence (Q8TCT1 whole entry, looked up): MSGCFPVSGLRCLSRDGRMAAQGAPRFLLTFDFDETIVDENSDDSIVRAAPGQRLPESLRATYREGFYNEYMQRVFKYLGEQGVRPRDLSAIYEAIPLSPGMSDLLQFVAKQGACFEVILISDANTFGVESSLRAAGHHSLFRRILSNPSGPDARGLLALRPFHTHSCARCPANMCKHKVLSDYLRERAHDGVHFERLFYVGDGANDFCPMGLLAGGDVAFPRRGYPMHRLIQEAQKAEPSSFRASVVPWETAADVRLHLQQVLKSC
* marks the source's active call; other numbers are inactive results; · = no result given. These rows are one share of the data. The share of hits here may be higher or lower than overall.

SMILES	NALP1 yeast inh	GalR3 antagonist	OXTR agonist	V1aR counter	GPR7 antag	PHOSPHO1 inh
CCN1C(=NCc2cc(OC)c(OC)c(OC)c2)N[C@@H](c2ccccc2)C(C(=O)OC)=C1C	·	·	0.7	0.5	·	·
CC(C)[C@H](NC(=O)OCc1ccccc1)C(=O)NC(C=O)Cc1ccccc1 (stereo partly drawn)	·	·	1.9	1.0	·	·
C=CCSc1nc(N)c(NC(=O)c2ccco2)c(=O)[nH]1	·	·	1.5	0.3	·	·
O=C(N[C@H]1C/C=C\C[C@@H](CC(=O)N(CCO)Cc2ccccc2)C(=O)N2CCC[C@@H]2COC1=O)OCC1c2ccccc2-c2ccccc21	·	·	-1.5	0.6	·	·
O=c1c(-c2c(O)cc(O)c3c2O[C@H](c2ccc(O)cc2)CC3)c(-c2ccc(O)cc2)oc2cc(O)cc(O)c12	·	·	0.6	2.0	·	·
COc1cc(-c2nc3ccccn3c2NCc2ccccc2)ccc1SC1CCCCC1	·	·	-1.1	-1.2	·	·
CCNc1nc(NCC)n2c(SCC(=O)Nc3cccc(Cl)c3)nnc2n1	·	·	-0.9	0.0	·	·
C[C@@H]1CC[C@]2(C(=O)O)CC[C@]3(C)C(=CCC4[C@]56CC[C@@](O)(OC5)C(C)(C)C6CC[C@]43C)C2[C@H]1C (stereo partly drawn)	·	·	6.5	5.2	·	·
CC(C)n1cnc2c(NCc3ccccc3)cc(N[C@@H](CO)Cc3ccccc3)cc21	·	·	0.9	1.6	·	·
CC1(C)S[C@@H]2[C@H](NC(=O)[C@H](N)c3ccccc3)C(=O)N2[C@H]1C(=O)OC1OC(=O)c2ccccc21 (stereo partly drawn)	·	·	-0.5	-0.3	·	·
COc1cccc(/C=N/NC(=O)NC23CC4CC(CC(C4)C2)C3)c1O	·	·	0.1	-0.2	·	·
COc1cccc(C2=CC(=O)C[C@H](c3ccc4c(c3)OCO4)C2)c1OC	·	·	-0.1	-0.2	·	·
CCOc1ccccc1C(=O)NCC(=O)N1CCN(Cc2ccc3c(c2)OCO3)CC1	·	·	0.7	2.4	·	·
Nc1ncnc2c1ncn2[C@@H]1O[C@H](CNCC#Cc2ccccc2)[C@@H](O)[C@H]1O	·	·	1.9	0.7	·	·
COc1ccc2c(c1)C(=O)N1[C@H]3c4cc(Br)ccc4OC[C@@H]3[C@H](c3ccccc3)[C@]1(C)C(=O)N2	·	·	0.4	0.6	·	·
CC(C)(C=O)Cc1cc(C(C)(C)C)c(O)c(C(C)(C)C)c1	·	·	-1.5	0.4	·	·
CO[C@@]12[C@H](COC(N)=O)C3=C(C(=O)C(C)=C(N)C3=O)N1C[C@@H]1N[C@@H]12	·	·	1.8	0.6	·	·
COc1ccc(NC(=O)c2nc[nH]c2C(=O)NCCCCCNC(=O)OC(C)(C)C)cc1	·	·	-1.9	-1.0	·	·
Cc1cc(C)c(S(=O)(=O)N2CCCCC2CCNC(=O)C(=O)NC2CC2)c(C)c1 (stereo not drawn)	·	·	-0.2	-0.8	·	·
CN(Cc1ccco1)Cc1ccc(O)c2ncccc12	·	·	1.6	1.3	·	·

The closing three compounds of the part above open the next one.
SMILES	NALP1 yeast inh	GalR3 antagonist	OXTR agonist	V1aR counter	GPR7 antag	PHOSPHO1 inh
COc1ccc(NC(=O)c2nc[nH]c2C(=O)NCCCCCNC(=O)OC(C)(C)C)cc1	·	·	-1.9	-1.0	·	·
Cc1cc(C)c(S(=O)(=O)N2CCCCC2CCNC(=O)C(=O)NC2CC2)c(C)c1 (stereo not drawn)	·	·	-0.2	-0.8	·	·
CN(Cc1ccco1)Cc1ccc(O)c2ncccc12	·	·	1.6	1.3	·	·
O=C1C=C(c2ccc3ncccc3c2)C[C@@H](c2ccc(F)cc2)C1	·	·	2.0	2.2	·	·
CCCCC1(COC(=O)CCC(=O)O)C(=O)N(c2ccccc2)N(c2ccccc2)C1=O	·	·	-0.1	-0.3	·	·
O=C(NCCN1C(=O)S/C(=C\c2ccc(OC(F)F)cc2)C1=O)C1=COCCO1	·	·	-0.5	0.9	·	·
CN(C)c1ccc(C#Cc2ccc3cc(CCO)oc(=O)c3c2)cc1	·	·	0.0	-0.2	·	·
Cc1cc(O)c2c(c1O)C(=O)[C@]13C(=C2O)C(=O)[C@@H]2[C@@H](O)[C@H]1[C@@H]1[C@H](O)[C@H]3C(=O)C3=C(O)c4c(O)cc(C)c(O)c4C(=O)[C@]312	·	·	3.3	4.2	·	·
CC(=O)c1ccc(NC(=O)c2cc3nc4c(c(C(F)(F)F)n3n2)CCCC4)cc1	34	·	·	·	3	25
Cc1sc2c(c1C)c(=O)nc1n2Cc2ccccc2-1	7	·	·	·	-1	-16
Cc1nc2c(cnn2-c2ccc(Cl)cc2)c(=O)n1-c1ccc(N2CCC(C)CC2)cc1	-7	·	·	·	-13	-7
COc1ccccc1N/C(=N/c1nc(C)cc(C)n1)NC(C)=O	17	·	·	·	-5	24
CCOc1ccc(C2C(C(=O)c3ccco3)=C(O)C(=O)N2CCN(C)C)cc1 (stereo not drawn)	18	·	·	·	-11	16
Cc1ccc2cc(C#N)c(SCC(=O)Nc3ccc4sc(C)nc4c3)nc2c1	27	·	·	·	-9	24
COc1cccc(N=c2oc3c(C)ncc(CO)c3cc2C(=O)Nc2ccccc2OC)c1	-1	·	·	·	-14	22
CCn1cc(C(=O)NCc2ccccn2)c(=O)c2cc(S(=O)(=O)N3CCCCC3)ccc21	23	·	·	·	12	7
COc1ccc(-n2ncc3c(N4CCCc5ccccc54)ncnc32)cc1	41	·	·	·	-20	32
CCOC(=O)N1CCC(NC(=O)C(NC(=O)C2CCC(C)CC2)C(C)CC)CC1 (stereo not drawn)	-2	·	·	·	-6	14
CN(C)c1ccc(-c2nn3c(-c4ccc(Cl)cc4Cl)nnc3s2)cc1	15	·	·	·	16	17
COC(=O)/C(=C/c1cn(C)c2ccccc12)[N+](=O)[O-]	24	·	·	·	-11	0
O=C(Nc1nc(-c2cccs2)cs1)c1cc2ccccc2oc1=O	11	·	·	·	-5	41
O=C(CSc1ncnc2ccccc12)Nc1ccc(N2CCOCC2)cc1	-14	·	·	·	3	21
Cc1cccn2c(=O)c3cc(C#N)c(=N)n(CCN4CCOCC4)c3nc12	9	·	·	·	-12	7

In the list so far, these contain two or more sulfur atoms.
SMILES	NALP1 yeast inh	GalR3 antagonist	OXTR agonist	V1aR counter	GPR7 antag	PHOSPHO1 inh
Cc1ccc2cc(C#N)c(SCC(=O)Nc3ccc4sc(C)nc4c3)nc2c1	27	·	·	·	-9	24
O=C(Nc1nc(-c2cccs2)cs1)c1cc2ccccc2oc1=O	11	·	·	·	-5	41

More structures
SMILES	NALP1 yeast inh	GalR3 antagonist	OXTR agonist	V1aR counter	GPR7 antag	PHOSPHO1 inh
Fc1ccc2[nH]c3c(N4CCN(Cc5ccc6c(c5)OCO6)CC4)ncnc3c2c1	-10	·	·	·	19	14
O=C(c1cc(-c2ccccn2)nc2ccc(Br)cc12)N1CCc2ccccc2C1	20	·	·	·	-13	38
C=CCN1C(=O)/C(=C/c2ccc(N(C)C)cc2)S/C1=N\c1nnc(CC)s1	18	·	·	·	0	-11
Cc1oc(-c2ccccc2F)nc1CN1CCC(C(=O)NC2CCCCCCC2)CC1	13	·	·	·	-9	-11
CCCCCCc1nc2ccccc2c(=O)n1NC(=O)c1c(O)c2cccc3c2n(c1=O)CCC3	-8	·	·	·	-5	10
CCCOC(=O)c1cc(-c2ccc(/C=C3/C(=O)N(C)C(=O)C(C#N)=C3C)o2)ccc1Cl	·	·	0.1	1.6	-4	·
O=C(NCc1ccccc1)[C@@H]1CCCN1C(=O)[C@@H]1CCCN1C(=O)c1cccc2ccccc12	·	-1	·	·	·	·
CC(C)(C)OC(=O)N1CCN(C(=O)c2[nH]c(C(F)(F)F)nc2-c2ccccc2)CC1	·	1	·	·	·	·
Cc1ccccc1NC(=O)Cc1nc(COC(=O)c2ncc(Cl)c(Cl)c2Cl)cs1	·	0	·	·	·	·
Cc1ccc(Cn2cc(CN(C)C3CN(Cc4cn(Cc5ccc(C)cc5)nn4)S(=O)(=O)C3)nn2)cc1 (stereo not drawn)	·	-6	·	·	·	·
CN1C(=O)[C@@]2(O[C@H]3C=CC=CN3C3=C2C(=O)CCC3)c2cc([N+](=O)[O-])ccc21	·	1	·	·	·	·
COc1ccc(-c2ccc3c(n2)CCCN3S(=O)(=O)c2ccc(F)cc2)cc1	·	-7	·	·	·	·
COc1ccc(CN2CCC3CC2c2cc(Cl)ccc23)cc1 (stereo not drawn)	·	-7	·	·	·	·
C[C@H](O)[C@@H]1CN2CCc3ccc(-c4ccc5c(c4)OCO5)cc3[C@@H]2C[C@@H]1N(C)Cc1ccccc1	·	-8	·	·	·	·
COc1ccc(C(=O)C=Cc2ccc(OCc3ccccc3)c(OC)c2)cc1OC	·	2	·	·	·	·
CC1(C(=O)NS(=O)(=O)c2ccc(Cl)cc2)CCN1C(=O)CC1CC1 (stereo not drawn)	·	-8	·	·	·	·
CC(C)c1ccc(C=NNc2ccc([N+](=O)[O-])cn2)cc1	·	-8	·	·	·	·
Cc1ccc(CNC(=O)c2ccc(S(=O)(=O)N3CCCCC3)cc2)cc1	·	-3	·	·	·	·
CC(C)OC(=O)c1ccc2ccc(-c3ccccc3)nc2c1	·	-6	·	·	·	·
CS(=O)(=O)c1ccc(C(=O)OCC(=O)N2CCOCC2)cc1[N+](=O)[O-]	·	-7	·	·	·	·
CCOC(=O)/C(=N/Nc1ccc(Br)cc1)N1CC(C)OC(C)C1 (stereo not drawn)	·	-7	·	·	·	·
CCCCNC(=O)c1c(N)[nH]c(C(=O)c2ccccc2)c1-c1ccc(Cl)cc1	·	-2	·	·	·	·
O=S(=O)(c1ccccc1)n1cc(-c2cccc3nccn23)c2ccccc21	·	-9	·	·	·	·
O=C1NC(Cc2ccccc2)c2nc3ccc(F)cc3c(=O)n2-c2ncccc21 (stereo not drawn)	·	-6	·	·	·	·
CN(C1=NS(=O)(=O)N=C(N(C)c2ccccc2)O1)c1ccccc1	·	3	·	·	·	·
CCCN1C(=O)c2n[nH]c(C(C)C)c2C1c1cccc(C(F)(F)F)c1 (stereo not drawn)	·	-6	·	·	·	·
Nc1ccc(OCc2ccccc2)cc1[N+](=O)[O-]	·	-6	·	·	·	·
CCN(CC)CC(C)(C)C(=O)/C=C/c1ccc(/C=C/C(=O)C(C)(C)CN(CC)CC)cc1	·	36*	·	·	·	·
COc1cccc(C(=O)Nc2ccc3c(c2)OC[C@H](C)N(CCc2ccccc2)C[C@@H](C)[C@@H](OC)CN(C)C3=O)c1	·	-6	·	·	·	·
COc1ccc(C(CNc2ccc(S(=O)(=O)N3CCN(C)CC3)cc2[N+](=O)[O-])N(C)C)cc1 (stereo not drawn)	·	-4	·	·	·	·
CCCCNc1cccc2c1S(=O)(=O)N[C@@H](C)CO2	·	1	·	·	·	·
CC(=O)N1CCN(c2ccc(N3CCN(C(C)=O)[C@H](C)C3)c(C)c2)[C@@H](C)C1	·	-6	·	·	·	·
CCN1C[C@@H]2[C@@H]3C(=O)N(Cc4ccccc4)C(=O)[C@@H]3[C@](Cc3ccccc3)(C(=O)OC)N2C1=NC	·	-6	·	·	·	·
COc1cc(NC(=NS(=O)(=O)c2ccccc2)c2ccccc2)ncn1	·	-6	·	·	·	·
CCOc1ccc(NC(=O)c2ccc(NC(=O)c3ccccc3Br)cc2)cc1	·	-5	·	·	·	·
O=C(O)C(CCC(C(=O)O)c1ccccc1)c1ccccc1 (stereo not drawn)	·	-4	·	·	·	·
Cc1c(C)n(CC(O)CSc2ccccc2)c2ccccc12 (stereo not drawn)	·	-4	·	·	·	·
Nc1nc2ncccc2cc1C(=O)NCCc1cccs1	·	-5	·	·	·	·
COc1ccc(-c2ccc(C(=O)NCc3cccs3)c3occc23)c(C)c1	·	-8	·	·	·	·
CC1(C(=O)NS(=O)(=O)c2ccc(Cl)cc2)CCN1C(=O)C1(c2ccc(Cl)cc2)CCC1 (stereo not drawn)	·	-4	·	·	·	·
COc1cc(C#N)ccc1OCC(=O)Nc1cccc(S(=O)(=O)N(C)c2ccccc2)c1	·	-3	·	·	·	·
CCCCN1CCC(=O)NC1=O	·	0	·	·	·	·
Cc1cccnc1NC(=O)c1ccc(S(=O)(=O)N2CCCC2)cc1	·	-5	·	·	·	·
O=C(Nc1c(-c2ccc3c(c2)OCO3)[nH][nH]c1=O)c1cccc(C(F)(F)F)c1	·	-8	·	·	·	·

Part of the list above in order of SMILES length, lowest first.
SMILES	NALP1 yeast inh	GalR3 antagonist	OXTR agonist	V1aR counter	GPR7 antag	PHOSPHO1 inh
Cc1cccnc1NC(=O)c1ccc(S(=O)(=O)N2CCCC2)cc1	·	-5	·	·	·	·
COc1ccc(-c2ccc(C(=O)NCc3cccs3)c3occc23)c(C)c1	·	-8	·	·	·	·
O=C(Nc1c(-c2ccc3c(c2)OCO3)[nH][nH]c1=O)c1cccc(C(F)(F)F)c1	·	-8	·	·	·	·

Assay outcomes as filed in PubChem BioAssay.
